Screening data as filed in PubChem.
rad50 – NCI yeast anticancer drug screen, S. cerevisiae rad50 strain | 79,000 tested, 10% active | growth inhibition, % at 50 µM;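 also: 0% = growth of vehicle-only cultures of the same strain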
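DNA repair mutant yeast, compound exposure, growth read-out; inhibition is taken relative to vehicle.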
bub3 – NCI yeast anticancer drug screen, S. cerevisiae bub3 mutant strain | growth inhibition, % at 50 µM | 78,000 tested, 9.9% active;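 also: 0% = growth of vehicle-only cultures of the same strain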
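Growth of a checkpoint-deficient yeast mutant is measured after compound exposure. Values represent inhibition relative to vehicle.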
yeast mlh1 rad18 – NCI yeast anticancer drug screen, S. cerevisiae mlh1 rad18 strain; AID 175; 79,000 tested, 11% active; % growth inhibition at 50 µM;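 also: 0% = growth of vehicle-only cultures of the same strain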
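Compound-treated yeast growth, normalised to vehicle controls. Strain bears defined DNA repair mutations.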
cln2 rad14 – NCI yeast anticancer drug screen, S. cerevisiae cln2 rad14 strain. growth inhibition, % at 50 µM. 78,000 tested, 8.3% active. AID 165;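 also: 0% = growth of vehicle-only cultures of the same strain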
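Yeast carrying cln2 and rad14 alterations (cell cycle control and DNA damage repair) were exposed to compounds. Growth inhibition was measured against vehicle-treated controls.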
yeast mec2-1 – NCI yeast anticancer drug screen, S. cerevisiae mec2-1 strain. % growth inhibition at 50 µM. 79,000 tested, 9% active;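 also: 0% = growth of vehicle-only cultures of the same strain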
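Readout is yeast growth inhibition, normalised to vehicle-treated controls, in the mec2-1 strain exposed to compound.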
sgs1 mgt1 – NCI yeast anticancer drug screen, S. cerevisiae sgs1 mgt1 strain; % growth inhibition at 50 µM; 78,000 tested, 10% active;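 also: 0% = growth of vehicle-only cultures of the same strain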
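Read-out: growth inhibition vs vehicle controls. Cells: mutant yeast strain deficient in DNA damage repair.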
* hit, by the source's call; & = joins results of further samples. Rule as the data show it: active = growth inhibition above about 70%; inactive = the rest.

SMILES	rad50	bub3	yeast mlh1 rad18	cln2 rad14	yeast mec2-1	sgs1 mgt1
CCN(CC)c1ccc(N=C2C=CC(=O)C(C)=C2)c(C)c1	-3	12	3	-23	-15	-1
O=C1/C(=C/c2ccccc2)CCCC/C1=C\c1ccccc1	28	10	16	-2	31	41
CCC(Nc1ccccc1)C(=O)O (stereo not given)	-4	-9	4	-17	-14	-9
Cc1cc(Cl)c(O)c(-c2cc(-c3ccccc3O)c(C#N)c(N)n2)c1	60	62	55	69	52	68
N#Cc1c([N+](=O)[O-])cc(C(F)(F)F)cc1[N+](=O)[O-]	100*	99*	99*	99*	100*	99*
CSC(=S)N/N=C(\C)c1nccnc1C	99*	99*	99*	98*	99*	99*
COC(=O)CCCc1ccccc1N	-6	3	-16	-36	-9	-19
C[N+](C)(C)CC(=O)N/N=C(\C(=O)NC1=C(Cl)C(=O)c2ccccc2C1=O)C(C#N)c1csc(-c2ccc([N+](=O)[O-])cc2)n1 (stereo not given)	15	33	20	18	27	-6
Cc1nc2sc3c(c2c2nnnn12)CCCC3	7	28	9	-6	17	53
CC(=O)CC(C)(C)N	0	3	-2	-6	-10	-1
N#CCC(=O)OCCCc1ccccc1	16	3	0	-33	9	-2
O=[N+]([O-])c1ccccc1Sc1ccc(Cl)cc1	46	29	32	33	11	47
CC1=C2C(=CC(C)(CO)C2O)C(O)C(C)(O)C12CC2 (stereo not given)	21	-14	-30	2	-5	-17
CC(C)CC(CC(C)C)NC(C)COC(=O)c1ccc(N)cc1 (stereo not given)	10	-2	-5	-3	-1	-13
CSc1n[n+]2c(s1)SCCC2	-20	-9	0	5	-27	0
CC(Oc1cc(Cl)c(Cl)cc1Cl)C(=O)NC(Cc1ccccc1)C(=O)O (stereo not given)	8	0	6	26	9	14
C/C=C(\C)c1cc(=O)c2c(C)cc3c(c2o1)C(OC)(OC(C)=O)c1c(O)c(C2CC(C)(N(C)C)C(OC(C)=O)C(C)O2)cc(C2CC(N(C)C)C(OC(C)=O)C(C)O2)c1C3=O (stereo not given)	-24	-22	-5	0	-28	-31
CCN(CC)CCNC(=O)c1cc(N2CCOCC2)ccn1	23	31	46	1	12	18
N#CC12CCCC(=O)N1c1ccccc1S2 (stereo not given)	13	-7	-10	43	8	-2
CN(C)c1ccc(Cc2ccc(N(C)C)cc2[N+](=O)[O-])c([N+](=O)[O-])c1	-4	15	-1	6	11	20

Looked up by structure from the entries so far:
SMILES	rad50	bub3	yeast mlh1 rad18	cln2 rad14	yeast mec2-1	sgs1 mgt1
COC(=O)CCCc1ccccc1N	-6	3	-16	-36	-9	-19
Cc1nc2sc3c(c2c2nnnn12)CCCC3	7	28	9	-6	17	53
Cc1cc(Cl)c(O)c(-c2cc(-c3ccccc3O)c(C#N)c(N)n2)c1	60	62	55	69	52	68
C[N+](C)(C)CC(=O)N/N=C(\C(=O)NC1=C(Cl)C(=O)c2ccccc2C1=O)C(C#N)c1csc(-c2ccc([N+](=O)[O-])cc2)n1 (stereo not given)	15	33	20	18	27	-6

Next section.
SMILES	rad50	bub3	yeast mlh1 rad18	cln2 rad14	yeast mec2-1	sgs1 mgt1
Cc1ccc(S(=O)(=O)NC(=O)CC2CCCCC2)cc1	91*	79*	92*	77*	76*	79*
COC(=O)CCc1onc(Br)c1CCl	18	10	10	0	9	-8
Cn1cc2c([N+](=O)[O-])cccc2n1	5	-1	13	-5	4	15
COc1ccc(Cc2c[n+](C)cc3cc(N=O)c(OC)cc23)cc1O	-37	2	-21	-4	-18	-14
CCOc1ccccc1/C=N\NC(=O)C1CC1	-24	-5	4	-19	0	-12
O=C(Oc1ccccc1)C(Cc1ccccc1)NC(=O)C(F)(F)F (stereo not given)	5	6	-37	2	8	-5
CC(C)CN(CC(C)C)/N=C/c1cc([N+](=O)[O-])ccc1O	-12	-13	-15	-4	9	-5
C=C1CCC(O)C/C1=C/C=C1\CCCC2(C)C1CCC2C(C)CCCC(C)C (stereo not given)	52	24	83*	5	-9	55
COC(=O)C(/C(=N/N)C(=O)Nc1cc(Cl)c(Cl)cc1Cl)c1nc2ccc(Cl)cc2[nH]c1=O (stereo not given)	37	14	15	-28	-8	-6
O=C1CN2CCN(CC2)CC(=O)Nc2ccc(cc2)S(=O)(=O)c2ccc(cc2)NC(=O)CN2CCN(CC2)CC(=O)Nc2ccc(cc2)S(=O)(=O)c2ccc(cc2)N1	45	-3	-4	-5	14	-7
CC1=C(c2ccccc2)C(c2ccccc2)c2ccccc21 (stereo not given)	17	54	86*	51	27	34
O=[N+]([O-])C[C@@]12O[C@]3(O)C4C5CC(C6C5C3C61)C42 (stereo not given in full)	6	1	8	3	10	15
CCOC(=O)C(=CNc1cc(OC)cc2cccnc12)C(=O)OCC	-13	16	-11	19	4	0
O=C(N/N=C\c1ccc(-c2ccccc2)cc1)N/N=C/c1ccc(-c2ccccc2)cc1	14	-5	1	-22	0	4
S=C(N/N=C(/c1ccccc1)c1ccccn1)Nc1ccccc1Cl	-46	8	-3	-14	-34	4
O=C1c2ccccc2C(=O)c2c(Cl)ccc(O)c21	3	30	20	0	11	4
CC(C)(C=O)C(=O)Nc1ccccc1	1	9	-9	-28	-12	1
Cn1c2ccc(Br)cc2c2cc(Br)cc([N+](=O)[O-])c21	7	-2	15	-5	5	15
CCCCC(=O)N/N=C\c1cc(Cl)cc(Cl)c1O	3	12	2	0	0	-4
CC1(C)C2CCC1(C)C(S)C2 (stereo not given)	8	-2	12	-57	-1	-3

Seven of the compounds above, with bars between the fields.
compound | rad50 | bub3 | yeast mlh1 rad18 | cln2 rad14 | yeast mec2-1 | sgs1 mgt1
CSc1n[n+]2c(s1)SCCC2 | -20 | -9 | 0 | 5 | -27 | 0
CCOC(=O)C(=CNc1cc(OC)cc2cccnc12)C(=O)OCC | -13 | 16 | -11 | 19 | 4 | 0
O=[N+]([O-])C[C@@]12O[C@]3(O)C4C5CC(C6C5C3C61)C42 (stereo not given in full) | 6 | 1 | 8 | 3 | 10 | 15
CCN(CC)c1ccc(N=C2C=CC(=O)C(C)=C2)c(C)c1 | -3 | 12 | 3 | -23 | -15 | -1
Cc1cc(Cl)c(O)c(-c2cc(-c3ccccc3O)c(C#N)c(N)n2)c1 | 60 | 62 | 55 | 69 | 52 | 68
N#Cc1c([N+](=O)[O-])cc(C(F)(F)F)cc1[N+](=O)[O-] | 100* | 99* | 99* | 99* | 100* | 99*
COC(=O)CCCc1ccccc1N | -6 | 3 | -16 | -36 | -9 | -19

Next entries.
SMILES	rad50	bub3	yeast mlh1 rad18	cln2 rad14	yeast mec2-1	sgs1 mgt1
c1ccc(N=c2sc3ccccc3nc2Nc2ccccc2)cc1	6	-23	-49	-65	-38	-34
CC(=O)N/N=C1/NN(C(C)=O)C2(S1)C(=O)Nc1ccc(Br)cc12 (stereo not given)	-18	29	-25	8	20	8
O=C(Nc1ccc(Cl)cc1C(=O)O)c1ccc([N+](=O)[O-])cc1	23	24	53	39	18	27
CC12CC(Br)(Br)C(=O)C3C1CCCC32	49	87*	87*	76*	41	87*
CN(C)c1ccc(C(C#N)=C(C#N)C#N)cc1	88*	83*	90*	60	89*	73*
CC1(C)C(=O)NC2(O)CCCC21 (stereo not given)	22	2	6	-76	-9	2
O=C(O)CN1C(=O)NC(C2CC2)(C2CC2)C1=O	-3	9	7	-23	-7	-13
OC1(C#CI)CCCCC1	100*	99*	99*	99*	99*	99*
CCOC(=O)CCC(NC(=O)C(CCC(=O)OCC)NC(=O)C(Cc1ccc([N+](=O)[O-])cc1)NC(C)=O)C(=O)NNC(=O)OC(C)(C)C (stereo not given)	-23	-24	-7	-3	-28	-17
CN(C)c1ccc(/C=c2\sc3nnc(-c4ccco4)n3c2=O)cc1	-1	6	7	14	-5	4
CC(C)=NN(C)/C=N/S(=O)(=O)c1ccccc1	22	0	12	39	10	23
CCOC(=O)Nc1c(O)cccc1N1CCOCC1	-14	7	-1	-12	7	26
C#CO[C@@H]1C[C@H](C)CCC1C(C)C (stereo not given in full)	-3	1	20	-4	-7	-15
CCCCCCCCN1C(=O)c2ccccc2S1(=O)=O	23	89*	76*	-28	32	74*
CCOC(=O)/C(=C/c1cccc2ccccc12)P(=O)(OCC)OCC	37	37	52	29	51	52
COc1ccc([B-]23OCC[N+]2(CNC(=O)c2ccccc2O)CCO3)cc1 (stereo not given)	27	7	18	15	3	14
Cc1nnn(NC(=O)c2ccccc2)c1C	-12	2	-4	-31	34	1
CC(C)N1CC(=O)N2CSCC2C1=O (stereo not given)	14	13	3	-7	8	10
COc1ccc(-c2nc3ccccc3[nH]2)cc1OC	33	23	22	-9	18	25
c1ccc(Cc2csc3nc4ccccc4n23)cc1	-22	-6	8	-8	-12	21
CCCCNC(C)(C)COC(=O)/C=C/c1ccc(OCCCC)cc1	89*	87*	89*	80*	56	76*
Nc1c(F)cc(I)cc1F	-4	10	1	-43	2	-2
Cc1cc(Nc2cccc(Cl)c2)cc(=O)[nH]1	13	-10	8	-13	5	5
Cc1cccc2c(C(O)CBr)cc(-c3ccc(Cl)cc3)nc12 (stereo not given)	94*	92*	95*	93*	96*	96*
CN(C)S(=O)(=O)c1ccc(CCc2ccc(S(=O)(=O)N(C)C)cc2)cc1	14	6	6	6	3	-13
Cc1ccc2c(c1)C(C(C)C)CCC2(C)C (stereo not given)	5	-1	1	5	-8	3
O=COCc1ccccc1	6	-7	-6	-23	6	-2
NC(N)=NC(N)=Nc1ccc(-c2ccc(N=C(N)N=C(N)N)cc2)cc1	1	8	14	6	0	-1
COc1ccc(-c2cc(-c3ccccc3)c(C#N)c(=O)n2C2OC(CO)C(O)C(O)C2O)cc1 (stereo not given)	-8	-6	-2	13	12	2
CS(=O)(=O)OCC(=O)NCCCCNC(=O)COS(C)(=O)=O	-12	7	10	-30	3	5
COC(=O)c1cc(Cl)ccc1Br	17	-4	43	15	14	0
N#Cc1ccc(N(O)C(=O)c2ccccc2)cc1	14	60	12	42	8	-3
c1ccc(CCc2nccc3ccccc23)cc1	9	14	1	-1	-1	-6
COC(=O)CC1C(=O)OCc2c1cc1n(c2=O)Cc2c-1nc1ccccc1c2OC (stereo not given)	94*	13	51	20	9	10
Cc1cc(=O)[nH]c2nc(N)ccc12	-10	8	-19	-25	-8	12
O=C1CCC2(c3ccc(Cl)cc3)SCCN12 (stereo not given)	6	32	0	3	-20	-7
CO/C(=N\N=C\c1cc(OC)ccc1OC)c1ccncc1	1	-39	-11	11	-13	-24
CCCn1c(N)c(C#N)cnc1=O	31	9	-3	-20	-4	3
O=C1c2ccccc2C(=O)N1c1ccccc1	31	2	16	42	-6	20
COC(NC(=O)Nc1ccccc1C)(C(F)(F)F)C(F)(F)F	-12	-24	-13	3	-22	-34
CCOC(=O)c1cnc2cc3cccccc3n2c1=O	72*	32	93*	55	42	77*
Cc1nn(C(=O)Cc2ccccc2)c2c1C(c1ccc(N(C)C)cc1)SC(N)=N2 (stereo not given)	-17	-15	-1	2	-18	-11
[N-]=[N+]=Nc1c(Cc2ccccc2)c(=O)oc2ccccc12	65	78*	67	59	74*	76*
O=Cc1cc2c(cc1Cl)OCO2	-3	-8	-2	15	-8	-14
CC(=O)CCC1CC(=O)OC1(C)C (stereo not given)	1&-38	-5&-26	24&-26	-6&8	-11&-30	-15&-14
O=C(O)CNC(=O)NC(Cc1ccccc1)C(=O)O (stereo not given)	9	19	8	72*	12	0
CC1=CC(=O)C=C(Br)C1=O	99*	99*	99*	88*	99*	99*
CCCCCCc1c(C#N)c(S)[nH]c(=S)c1C#N	46	23	38	-10	24	31
O=S1(=O)OCCOS(=O)(=O)C1Br	-5	-6	-8	-10	1	-14
CCOc1ccc2c(C)cc(=O)oc2c1	-5	-28	-8	17	-2	-7
O=C1c2ccccc2C(c2ccccc2)C1c1ccccc1 (stereo not given)	23	21	1	-17	16	18
N#CC1=C(Nc2ccccc2)SC(c2cccs2)NC1=O (stereo not given)	12	12	23	16	5	21
O=C(O)C1(C(=O)O)CCN(S(=O)(=O)c2ccccc2)CC1	-4	-10	-7	-5	-11	-39
N#Cc1ccc(OCCSCCCCCCCCCCSCCOc2ccc(C#N)cc2)cc1	-17	-1	-16	-6	-21	-20
Cc1ccc(S(=O)(=O)c2cc3ccccc3oc2=O)cc1	-1	-11	-10	-40	1	-8
CC(=O)NC(Cc1ccccc1)C(=O)Nc1cccc([N+](=O)[O-])c1 (stereo not given)	-3	0	2	61	11	-8
N#Cc1c(-c2ccccc2)cc(-c2ccccc2)n(C2OC(CO)C(O)C(O)C2O)c1=O (stereo not given)	-8&-15	8&6	-11&-8	12&1	-9&-3	-6&5
Cc1c2c(c(C)c3c1C(=O)c1cc4c(cc1C3=O)OCO4)OCO2	-9	-32	-15	-5	-4	-5
OC(C=S)CS (stereo not given)	23	31	1	0	2	8

Compounds as they come; any-hit rate near 14%.
